Assay outcomes (PubChem)
AT treatment: qHTS Assay for Identifying a Potential Treatment of Ataxia-Telangiectasia; […] A-T fibroblasts, KAP-1 phosphorylation AlphaLISA; neocarzinostatin DNA damage 30 min before lysis; Potency, µM (series often up to 57.5 µM), inactives show at the highest dose activation, usual class: activators; 0.19% of 320,000 active; AID 485349, 2010; note: potency is the fitted concentration of half-maximal effect; % of control where 0% means no effect; nearly all actives have a fitted effect of over 45% in size
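hTERT-immortalized A-T patient fibroblasts ([…]), 500 cells/well in OPTI-MEM, 1% FBS, got compounds for 60 min, then NCS for 30 min at 37C. Lysates were then assayed for phospho-KAP-1 by AlphaLISA (anti-pKAP1 donor, anti-KAP1 acceptor beads), 6 hr at 25C.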
hERG WT inh: qHTS for Inhibitors of KCHN2 3.1: Wildtype qHTS; Voltage-gated inwardly rectifying potassium channel KCNH2 (Homo sapiens), Q12809; U2OS, BacMam KCNH2, thallium flux FluxOr; active compounds read low; activity change, % at 1.84 µM; 0.37% of 340,000 active;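 active = maximum activity change below -70%; inconclusive = maximum activity change between -70% and -50%; inactive = maximum activity change above -50%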; note: % is set by controls: 0 for no effect and ±100 for the full control effect
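U2OS cells were transduced with wild-type KCNH2 virus (2.03 x 10^8 / mL) for 4 h at room temperature, then cultured overnight at 37 C. Thallium flux was read with FluxOr dye. Rate constants were normalized to DMSO controls.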
USP2a inh: qHTS Assay for Inhibitors of Ubiquitin-specific Protease USP2a Using CHOP2 as the Reporter. Ubiquitin carboxyl-terminal hydrolase 2 (Homo sapiens), O75604. USP2 core, Ub-CHOP2 coupled fluorogenic reporter, 485/531. Potency, µM (doses to about 38.3 µM), for inactives: at the top dose activity change, negative = inhibition, hits mostly inhibitors. 0.01% of 330,000 active. AID 463254, 2010;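 note: potency is the fitted concentration of half-maximal effect; plate controls were DMSO wells for no effect and full inhibition by NEM control for full effect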
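Cell-free coupled assay: 10nM USP2 core preincubated 30min RT with compound in Tris-HCl pH 8.0/CaCl2/CHAPS buffer, then 25nM Ub-CHOP2 and 25nM reporter substrate; fluorescence (Ex 485/Em 531) read after 60min RT, normalized to NEM inhibition, concentration-response curves fitted.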
TCR activator: Activators of T cell receptors: qHTS campaign; primary human leukocytes, anti-CD3, IL-2 HTRF, 48 h; Potency, µM (highest dose often 9.22 µM), inactives show at the top dose activation of IL-2 secretion, usual class: activators; 330,000 tested, under 10 active; AID 504894, 2011; note: % of control where 0% means no effect
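48 hr co-incubation of compounds, a-CD3 beads and primary human leukocytes; IL-2 quantified homogeneously by HTRF with anti-IL-2 K and d2 conjugates.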
TSHR antag: Antagonists of the Thyroid Stimulating Hormone Receptor: HTS campaign; activity change, negative = inhibition, % at 11.5 µM; 0.2% of 330,000 active; TSHR-expressing cells, TSH-stimulated cAMP HTRF, 2 h; active compounds read low;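 active = activity change below a set negative limit, meaning inhibition stronger than a set level, cut at about -70% in these data; inconclusive = activity change between two set negative limits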; note: % is set by controls: 0 for no effect and ±100 for the full control effect
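TSHR-expressing cells were treated with compounds, then stimulated with TSH at EC80 (4nM final) for 2 hours at 37 deg C. Cellular cAMP was measured by HTRF competition between lysate cAMP and cAMP-d2 for a cryptate-labelled anti-cAMP antibody.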
Mito fusion yeast: qHTS Assay for Small Molecule Inhibitors of Mitochondrial Division or Activators of Mitochondrial Fusion; S. cerevisiae fusion-defective mutant growth rescue, CellTiterGlo 48 h; Potency, µM (doses to about 46.1 µM), for inactives: top-dose growth rescue (activation), hits mostly activators; 0.23% of 320,000 active;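 note: potency is the fitted concentration of half-maximal effect; % of control where 0% means no effect; nearly all actives have a fitted effect of over 45% in size; temperature-sensitive fusion mutants such as fzo1-1 at 37 °C on non-fermentable ethanol glycerol medium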
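Read-out: ATP-based luminescence (CellTiterGlo, 10 min ambient) reporting growth of fusion-defective ts yeast after 48 hours at 37C on glycerol/ethanol YPEG medium in the presence of compound.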
KCNH2 3.1 block: qHTS for Inhibitors of KCHN2 3.1: Mutant qHTS; U2OS KCNH2 3.1, thallium flux FluxOr; active compounds read low; Potassium voltage-gated channel subfamily H member 2, brain isoform KCNH2 3.1 (human); AID 720553, 2013; activity change, % (tested at about 1.8 µM); 0.95% of 340,000 active;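 active = maximum activity change below -70%; inconclusive = maximum activity change from -70% to -50%; inactive = maximum activity change above -50%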;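 note: thallium influx rate constant from kinetic fluorescence after stimulation buffer; % is set by controls: 0 for no effect and ±100 for the full control effect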
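Normalized rate constant (relative to positive and negative DMSO controls) derived from a 2 min kinetic fluorescence read after stimulation; U2OS cells expressing the 3.1 isoform via virus at 1.77 x 10^8 /mL.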
ELG1 DNA repair: qHTS screen for small molecules that inhibit ELG1-dependent DNA repair in human embryonic kidney (HEK293T) cells expressing luciferase-tagged ELG1; HEK293T ELG1-luciferase reporter, luminescence, 16 h; DNA damage induced by 5-fluorouridine; Potency, µM (titrated, usually from 46.1 µM), inactives show at the highest dose activity change, negative = inhibition, usual class: inhibitors; 2.3% of 330,000 active; note: potency is the fitted concentration of half-maximal effect; % is set by controls: 0 for no effect and ±100 for the full control effect; nearly all actives have a fitted effect of over 55% in size
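Luminescence from the luciferase reporter, measured 30 min after ONE-Glo reagent at room temperature, was the read-out. Beforehand, 2,000 cells per well were exposed for 16 hr at 37 °C to 5-fluorouridine together with compound or vehicle.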
Eya2 inh: qHTS Assay for Inhibitors of the Phosphatase Activity of Eya2; 0.006% of 330,000 active; recombinant Eya2, OMFP fluorescence dephosphorylation (OMFP is methylfluorescein phosphate); Potency, µM (top dose mostly 76.9 µM), without a hit: at the highest dose activity, negative = inhibition, most hits filed as inhibitors; Protein phosphatase EYA2 (Homo sapiens), O00167; note: potency is the fitted concentration of half-maximal effect; % is set by controls: 0 for no effect and ±100 for the full control effect
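Eya2 (0.2 uM) preincubated 10 min at ambient with compound, then OMFP substrate added at 50 uM; 10 min reaction in 50 mM HEPES pH 7.5, 50 mM NaCl, 5 uM MgCl2, 0.05% BSA, 1 mM DTT. Fluorescence read at Ex 485/Em 525 nm.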
TRPV1 agonist: HTS Assay for Compounds that Act as Agonists of the Vanilloid Receptor 1. TRPV1-expressing cells, Fluo-8 calcium influx, agonist mode. activation, % at 8.33 µM. 0.19% of 320,000 active. AID 540275, 2011; in the data active = activation above about 80%; inconclusive = between about 30% and that limit; note: 0% is about no effect
Target sequence (Q8NER1 whole entry, looked up): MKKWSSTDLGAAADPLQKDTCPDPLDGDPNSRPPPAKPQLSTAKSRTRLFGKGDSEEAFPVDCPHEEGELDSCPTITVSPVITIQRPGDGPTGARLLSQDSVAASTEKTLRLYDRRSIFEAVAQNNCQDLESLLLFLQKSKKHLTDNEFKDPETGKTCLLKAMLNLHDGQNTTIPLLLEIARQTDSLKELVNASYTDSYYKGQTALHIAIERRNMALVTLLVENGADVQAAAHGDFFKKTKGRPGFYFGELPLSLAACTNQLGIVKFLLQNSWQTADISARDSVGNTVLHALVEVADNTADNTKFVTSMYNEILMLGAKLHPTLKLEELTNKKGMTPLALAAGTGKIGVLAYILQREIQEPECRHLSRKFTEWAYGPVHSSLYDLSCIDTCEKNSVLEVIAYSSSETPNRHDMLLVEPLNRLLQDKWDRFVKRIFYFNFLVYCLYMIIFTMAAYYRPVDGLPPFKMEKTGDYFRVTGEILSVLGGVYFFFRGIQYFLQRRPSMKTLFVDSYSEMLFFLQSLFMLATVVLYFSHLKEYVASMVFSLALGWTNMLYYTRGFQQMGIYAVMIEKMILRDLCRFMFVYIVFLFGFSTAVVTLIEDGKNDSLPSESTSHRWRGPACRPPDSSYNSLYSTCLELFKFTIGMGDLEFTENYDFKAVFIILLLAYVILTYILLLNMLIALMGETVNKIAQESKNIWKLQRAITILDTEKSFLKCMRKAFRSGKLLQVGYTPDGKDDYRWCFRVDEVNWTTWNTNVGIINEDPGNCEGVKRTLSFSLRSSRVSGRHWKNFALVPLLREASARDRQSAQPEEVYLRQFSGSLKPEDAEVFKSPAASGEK
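Cells expressing TRPV1 were dye-loaded with Fluo-8 and read kinetically: 10 s baseline, 3 min after compound (agonist portion), then 2 min after EC20 capsaicin (allosteric enhancer portion). Calcium-bound dye fluorescence at 480/520 nm.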
Numbers without * were called inactive; u = inconclusive; x = no result given; [ ] = remark or other dose. Unless noted, calls come from the whole dose curve; as a rule, active = well fitted curve in the direction sought with a large enough effect; inconclusive = small, poorly fitted or top-dose-only effect, or another doubt; inactive = no such curve, though single readings can be large; an effect the other way counts as inactive or inconclusive. These rows are one share of the data (hit frequency here may not be typical).

Compound | AT treatment | hERG WT inh | USP2a inh | TCR activator | TSHR antag | Mito fusion yeast | KCNH2 3.1 block | ELG1 DNA repair | Eya2 inh | TRPV1 agonist
CCOC(=O)c1ccc2nc(NC(=O)c3ccco3)sc2c1 | 2% | -3 | 3% | -4%[46.1 µM] | 15 | u | 22 | u | 3% | u
COc1ccc(-c2cc(-c3nnc(COC(=O)C4CC4C)o3)c3ccccc3n2)cc1OC (stereo not drawn) | 2% | -21 | 1% | -4%[46.1 µM] | 7 | 1% | -5 | 9.2µM* | -10% | 7
Cc1ccc2nc(-c3ccc(N4C(=O)CC(N5CCN(CCO)CC5)C4=O)cc3)sc2c1 (stereo not drawn) | 7% | 1 | 1% | 3%[46.1 µM] | 0 | 3% | 1 | u | 1% | 0
FC(F)(F)c1nc(-c2cccs2)ncc1-c1nnnn1-c1ccc(Cl)cc1 | -5% | -9 | 0% | x | -72* | 2% | -19 | 21µM* | -6% | 0
Cc1ccccc1N1CCN(C(=O)CCN2C(=O)c3ccccc3C2=O)CC1 | -2% | -2 | 0% | 6% | -3 | 4% | 1 | -2% | 7% | x
COCCN(C(=O)c1csnn1)C(C(=O)NC1CCCC1)c1ccc(C)cc1 (stereo not drawn) | -3% | -6 | 9% | -1% | 9 | 2% | -22 | 13% | 4% | 2
CCCCCNC(=O)CCc1ccccc1 | -5% | 0 | -1% | -3%[46.1 µM] | -6 | -1% | -1 | 8% | -4% | 2
C/C(=N\NC(=O)c1ccccc1)c1ccc(C)c([N+](=O)[O-])c1 | -2% | -6 | 8% | 1%[46.1 µM] | -3 | -1% | -1 | u | 5% | 18
O=C(CC1CCCCC1)Nc1ccccc1-c1ccccc1 | 0% | 28 | 1% | 1%[46.1 µM] | -7 | 3% | -3 | -1% | -11% | 10
COc1cccc(-c2nc(CS(=O)CC(=O)O)c(C)o2)c1 (stereo not drawn) | 3% | -15 | -2% | 0% | 0 | -2% | 0 | 13% | 18% | -2
CCOc1ccc(C(=O)N2CCN(c3cccc(Cl)c3)CC2)cc1 | 0% | x | -2% | -1% | -12 | -6% | -14 | u | -1% | 27
CCCN1CCC(=O)N([C@H](CO)Cc2ccccc2)CC1 | -1% | -9 | 2% | -3% | 4 | -2% | -9 | u | 7% | 1
O=C(NC1CCCc2ccccc21)C1CCCC1 (stereo not drawn) | 3% | 4 | -2% | 3% | 1 | 19% | -1 | -6% | 8% | -1
CCOC(=O)c1sc(NC(=S)NC(=O)CC(C)C)cc1C | 6% | 1 | -11% | -4% | -13 | -5% | 2 | 30% | -16% | u
COc1ccc(NC(=O)CN2CCN(CC(=O)Nc3ccccc3F)CC2)c(OC)c1 | 1% | 5 | 0% | 8% | 3 | -5% | -17 | -17% | -21% | -1
CCN1CCN(c2ccc(NC(=O)COc3ccc(Cl)cc3C)cc2)CC1 | -14% | 12 | 4% | -6% | x | x | -22 | u | -4% | x

Another view of some results above:
The line under a structure holds: AT treatment, hERG WT inh, USP2a inh, TCR activator, TSHR antag, Mito fusion yeast, KCNH2 3.1 block, ELG1 DNA repair, Eya2 inh, TRPV1 agonist
- C/C(=N\NC(=O)c1ccccc1)c1ccc(C)c([N+](=O)[O-])c1
→ -2%, -6, 8%, 1%[46.1 µM], -3, -1%, -1, u, 5%, 18
- O=C(CC1CCCCC1)Nc1ccccc1-c1ccccc1
→ 0%, 28, 1%, 1%[46.1 µM], -7, 3%, -3, -1%, -11%, 10
- COc1cccc(-c2nc(CS(=O)CC(=O)O)c(C)o2)c1 (stereo not drawn)
→ 3%, -15, -2%, 0%, 0, -2%, 0, 13%, 18%, -2
- CCOc1ccc(C(=O)N2CCN(c3cccc(Cl)c3)CC2)cc1
→ 0%, x, -2%, -1%, -12, -6%, -14, u, -1%, 27
- CCCN1CCC(=O)N([C@H](CO)Cc2ccccc2)CC1
→ -1%, -9, 2%, -3%, 4, -2%, -9, u, 7%, 1

(listing goes on)
compound | AT treatment | hERG WT inh | USP2a inh | TCR activator | TSHR antag | Mito fusion yeast | KCNH2 3.1 block | ELG1 DNA repair | Eya2 inh | TRPV1 agonist
Cc1cc(NCCN2CCOCC2)n2ncc(-c3ccccc3)c2n1 | 4% | 11 | 2% | 8% | 3 | 2% | 1 | u | 12% | 3
O=C(NCCc1ccccc1)C1CCN(S(=O)(=O)N2CCCC2)CC1 | -5% | -5 | -1% | x | 13 | 1% | 6 | 11% | -12% | -2
Cc1cccc(Nc2c([N+](=O)[O-])ccc3nonc23)c1C | -6% | 5 | 0% | 1% | -7 | -4% | 5 | 1% | u | -2
O=C(N/N=C/c1cc(Br)ccc1O)Nc1ccccc1 | 1% | 7 | -2% | 2%[46.1 µM] | -9 | 11% | 4 | -4% | 1% | 8
CC(C)(C)c1ccc(C(=O)N2CCCC2c2cccs2)cc1 (stereo not drawn) | -3% | 18 | 5% | -8% | 8 | u | -14 | 13% | 3% | 4
COc1ccccc1-c1cc(C(=O)Nc2cccnc2Cl)no1 | 8% | 5 | 1% | 1% | 2 | -1% | 11 | 2% | -5% | 0
CC1CCN(c2oc(-c3ccco3)nc2S(=O)(=O)c2ccccc2)CC1 | 2% | -2 | -2% | x | -10 | -1% | -10 | -1% | 2% | 11
Cc1ccc(C)c(NC(=O)CN(C)C(=O)c2ccccc2OCc2ccc(Cl)cc2)c1 | 11% | -5 | 3% | 4% | -8 | u | -27 | u | -4% | u
Cc1ccc(N2CC(C(=O)Nc3ccc4c(c3)OCCO4)CC2=O)cc1C (stereo not drawn) | -1% | 8 | 2% | 0% | 2 | 21% | 22 | u | -2% | u
CCOc1ccccc1N1CC(C(=O)NNC(=O)c2cc(OC)c(OC)c(OC)c2)CC1=O (stereo not drawn) | 8% | -17 | 2% | 0% | 9 | -6% | -6 | 4% | 2% | -1
CC(=O)c1cn(CCOc2ccc(F)cc2)c2ccccc12 | 23% | 0 | 1% | 8% | -23 | 5% | 1 | -29% | 8% | -1
COC(=O)/C(N=Nc1cccc(C(F)(F)F)c1)=C(\C)O | 1% | 5 | 2% | 1% | 2 | 0% | 8 | 4% | 5% | u
CC(C)(CNC(=O)Cc1ccc(Cl)cc1Cl)N1CCCCC1 | -6% | 4 | -1% | 0% | -4 | 9% | 12 | -4% | -5% | -1
CCOC(=O)c1sc(NC(=O)Nc2ccc(F)cc2)nc1C | x | 0 | 2% | -1%[46.1 µM] | -5 | 12% | 6 | u | -2% | 27
COc1ccc(CN(C(=O)Cn2nnc3ccccc32)C(C(=O)NC(C)(C)C)c2ccco2)cc1 (stereo not drawn) | 5% | 5 | 1% | 3% | 2 | 7% | -2 | 0% | -5% | 5
CC1Cc2ccccc2N1S(=O)(=O)c1cccc(C(=O)N2Cc3ccccc3CC2C(N)=O)c1 (stereo not drawn) | 8% | -13 | -1% | 2% | 9 | -3% | -11 | -6% | 6% | -4
COc1ccc(C(=O)Nc2ccc(C(F)(F)F)n(C)c2=O)cc1 | -3% | x | 0% | 12%[46.1 µM] | -12 | 9% | -9 | u | 6% | 24
COc1ccc(CNc2nc3nc4c(c(=O)n3[nH]2)CCC4)cc1 | -5% | -2 | 2% | -2% | -1 | 1% | 0 | 0% | 13% | -3
Cc1onc(-c2ccncc2)c1C(=O)O | 7% | -2 | 1% | 2% | -9 | -4% | 12 | 0% | -13% | -1
C/C(Cc1ccccc1)=N\NC(=O)CNC(=O)c1ccc(Br)cc1 | -2% | 2 | -2% | 5%[46.1 µM] | 8 | -7% | -2 | 13% | -4% | -1
O=C(Nc1cccc(C(F)(F)F)c1)C1CCN(S(=O)(=O)c2cnc[nH]2)CC1 | -2% | 1 | 0% | -24% | 13 | -1% | 0 | 9% | 5% | -3
CN(C)CCN(C(=O)c1ccco1)c1nc2cc3c(cc2s1)OCCO3 | 4% | -14 | 1% | 7% | -4 | 0% | -1 | u | -19% | 3
O=C(Nc1ccc2c(c1)CCC2)c1cccc(S(=O)(=O)N2CCN(c3ccc(F)cc3)CC2)c1 | -6% | -21 | 2% | -3% | -4 | -1% | -40 | -21% | 14% | -3
